Screens deposited in PubChem BioAssay by several laboratories.
HSP90 inh = blocks HSP90-mediated luciferase refolding in reticulocyte lysate | inhibition, % at 5.6 µM | actives 0.91% (n = 290,000) | AID 1789 | Rabbit reticulocyte lysate, luciferase refolding luminescence, 3 h;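 active means inhibition above the screen-wide mean plus 3 SD, computed separately per campaign, cut at about 16% in these data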;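 further: 0% = DMSO wells and 100% = 60 µM geldanamycin wells; inhibitors lower the luminescence because luciferase stays unfolded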
AI-2 QS modul = modulators of Vibrio harveyi AI-2 quorum sensing system; AID 2094; activity change, % at 7.5 µM; Vibrio harveyi JMH597 AI-2 luminescence/OD600 ratio, 9 h; hits give low values; strain lacks LuxN and CqsS sensors; 0 = neutral-control median; actives 0.4% (n = 300,000); in the data active means activity change below about -75%, passing the limit was not always enough;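 further: luminescence divided by OD600 gain over 9 h not by final OD600 alone; inactives centre near 13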
aSyn 5UTR inh = 5' untranslated region of α-synuclein, MLPCN primary screen | AID 1813 | actives 0.82% (n = 300,000) | alpha-synuclein 5'UTR reporter, inhibitor activity | inhibition, % (tested at 7.5 µM); in the data active means inhibition above about 60%;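 further: H4 neuroglioblastoma cells stably carrying SNCA 5'UTR luciferase fusion; 0% = DMSO wells and 100% = positive control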
HSF1 activator = increases HSF-1 driven luciferase reporter signal | NIH3T3-HGL HSF-1 luciferase reporter, MG132, 8 h; 100% = twice DMSO control signal | activation, % at 9 µM | actives 1.7% (n = 300,000);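 active means mean replicate activation of at least 50% with a set share of replicates each reaching 50%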;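 further: 0% = median of the neutral control wells and 100% = twice that signal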
GSK3B inh = inhibitors of human GSK3beta kinase; P49841; GST-GSK3beta kinase, ADP-Glo luminescence, 60 min; hits give low values; activity score (negative = inhibition), % at 10 µM; actives 0.038% (n = 300,000); AID 2097;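 active means more than half of replicate wells score below -50%, meaning over 50% inhibition versus plate controls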;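 further: 0% = median DMSO wells and -100% = median GW8510 positive control wells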
Target sequence (P49841 whole entry, looked up): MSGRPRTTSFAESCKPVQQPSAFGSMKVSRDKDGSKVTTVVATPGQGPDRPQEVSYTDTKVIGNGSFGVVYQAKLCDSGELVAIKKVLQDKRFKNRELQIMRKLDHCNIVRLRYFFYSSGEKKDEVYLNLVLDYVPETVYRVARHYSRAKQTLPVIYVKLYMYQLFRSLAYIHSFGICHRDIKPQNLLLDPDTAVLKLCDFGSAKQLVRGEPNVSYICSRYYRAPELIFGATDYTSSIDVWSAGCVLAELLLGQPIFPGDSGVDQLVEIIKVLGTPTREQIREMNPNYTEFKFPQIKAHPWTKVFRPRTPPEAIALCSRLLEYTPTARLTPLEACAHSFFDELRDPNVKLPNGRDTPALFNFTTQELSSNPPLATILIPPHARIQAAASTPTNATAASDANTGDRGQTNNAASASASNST
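Test system: GST-tagged human GSK3beta kinase, cell-free; evaluation: activity score scaled between in-plate DMSO and GW8510 controls; measured by: ADP-Glo luminescence; incubation: 60 min reaction, RT; benchmarks: DMSO and 20 µM GW8510; reagent: peptide substrate plus 25 µM ATP (final); medium: Tris/MgCl2 kinase buffer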
GSK3 alpha inh = human GSK-3 alpha kinase inhibition. ADP-Glo luminescence, 60 min. AID 2650. inhibition, % at 10 µM. actives 0.1% (n = 320,000);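 in the data active means inhibition above about 50%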;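 further: GST-tagged GSK-3 alpha with peptide substrate and 25 µM ATP; 0% = DMSO neutral wells and 100% = GW8510 positive control wells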
Target sequence (P49840 whole entry, looked up): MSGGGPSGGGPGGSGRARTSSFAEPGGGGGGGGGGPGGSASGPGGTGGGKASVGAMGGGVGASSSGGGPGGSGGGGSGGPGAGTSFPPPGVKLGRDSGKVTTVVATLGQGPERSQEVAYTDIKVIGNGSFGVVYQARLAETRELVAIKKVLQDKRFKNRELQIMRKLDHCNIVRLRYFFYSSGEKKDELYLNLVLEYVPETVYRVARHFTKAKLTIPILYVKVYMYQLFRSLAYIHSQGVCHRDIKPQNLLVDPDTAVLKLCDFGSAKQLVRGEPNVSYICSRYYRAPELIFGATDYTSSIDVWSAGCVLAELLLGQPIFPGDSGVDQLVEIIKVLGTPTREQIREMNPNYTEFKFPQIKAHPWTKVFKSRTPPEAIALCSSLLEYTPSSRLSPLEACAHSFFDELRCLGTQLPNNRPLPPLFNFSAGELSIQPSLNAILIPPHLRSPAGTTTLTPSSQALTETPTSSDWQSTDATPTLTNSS
HSF1 inhib = HSF1 inhibition. NIH3T3-HGL HSE-luciferase, MG132-induced, luminescence 8 h; hits give low values. activity change, negative = inhibition, % at 7.5 µM (by protocol). actives 0.77% (n = 300,000);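 active means more than half of replicate wells show activity change below -50%, luminescence cut by over half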;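 further: luciferase reports HSF-1 transcriptional activity via heat shock element; 0% = median of DMSO wells and -100% = zero luminescence signal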
PolyA inh = yeast polyadenylation inhibition; S. cerevisiae SKY197-pL101 polyadenylation reporter, beta-gal luminescence; efflux-impaired pdr1/pdr3 knockout yeast; score 100 = 6 SD above DMSO; calls only at 12 µM; actives 0.02% (n = 300,000); AID 1875;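 active means lowest replicate activity score at least 50, where 100 means six control SD above control mean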;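 further: yeast exposed to compound for 9 h at 30 °C; higher score means more reporter readthrough which indicates perturbed polyadenylation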
IEC-6 cytotox = IEC-6 cytotoxicity, counter-screen for KLF5 inhibitors; luminescence viability; inhibition, % at 5 µM; actives 0.78% (n = 290,000); AID 1825; in the data active means inhibition above about 22%;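 further: 0% = plate median of test compound wells and 100% = cytotoxic reference compound wells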
KLF5 inhibitor = suppresses KLF5 promoter-driven expression. DLD-1 KLF5 promoter-luciferase reporter, luminescence. actives 0.23% (n = 290,000). inhibition, % at 5 µM. AID 1700;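 active means inhibition above a per-plate limit of that plate's mean compound inhibition plus 3 SD, cut at about 60% in these data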;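 further: 0% = DMSO wells and 100% = LY294002 at 200 µM; higher means less KLF5 promoter-driven luciferase light; inactives centre near -14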
Numbers without * were called inactive; i = inactive; · = no result given. Some of the compounds tested, so the mix of outcomes need not match the whole.

canonical_smiles | HSP90 inh | AI-2 QS modul | aSyn 5UTR inh | HSF1 activator | GSK3B inh | GSK3 alpha inh | HSF1 inhib | PolyA inh | IEC-6 cytotox | KLF5 inhibitor
Brc1ccc(C2C3=C(Nc4ncnn42)c2ccccc2OC3c2ccncc2)cc1 (stereo unspecified) | 4 | 8 | 71* | -10 | -7 | 4 | -5 | i | -1 | -19
COc1cccc(-c2cc(C(F)(F)F)nc(N3CCC(C)CC3)n2)c1 | -5 | 13 | 8 | 15 | -3 | -1 | 4 | i | 0 | -1
O=C(CSc1nc(-c2ccccc2)ns1)N1CCOCC1 | -2 | 21 | -110 | 39 | 3 | -3 | 19 | i | 5 | -18
CN1CCN(C(=O)c2ccc(C3SCC(=O)N3Cc3ccco3)cc2)CC1 (stereo unspecified) | -1 | · | 4 | -16 | · | -2 | 0 | i | 1 | -1
Fc1ccccc1C1c2[nH]c3ccccc3c2CCN1Cc1ccoc1 (stereo unspecified) | -2 | 13 | 6 | 35 | 2 | 3 | 1 | i | -10 | -14
O=C(NCc1ccco1)/C(=C/c1cccc(C(F)(F)F)c1)c1nc2ccccc2[nH]1 | 1 | 17 | -84 | -4 | -1 | 4 | 7 | i | -1 | -1
CC1(C)C(C=C(Cl)Cl)C1C(=O)N(Cc1ccc(Cl)cc1)C1CCS(=O)(=O)C1 (stereo unspecified) | -5 | 45 | -13 | 12 | -2 | 1 | 9 | i | -12 | -21
COc1cccc(-n2c(C)n[nH]c2=O)c1 | 1 | 18 | -41 | -16 | 1 | -2 | -13 | i | -4 | -16
Cc1cc(C)c(C(=O)OCC(=O)NC(=O)c2ccccc2)c(C)c1 | · | 7 | 9 | 1 | -1 | 2 | 8 | i | · | ·
CCOC(=O)Cc1csc(Nc2ccc(Cl)cc2)n1 | -1 | 14 | -23 | 24 | -1 | -5 | 17 | i | 2 | -27
Cc1ccnc(NS(=O)(=O)c2ccc(NC(=O)CSc3nc(-c4ccccc4)cc(=O)[nH]3)cc2)n1 | -1 | 26 | -6 | -6 | 1 | -1 | -1 | i | 1 | -4
COc1ccc(CCNS(=O)(=O)c2cc(C(=O)O)c(Cl)cc2Cl)cc1 | -3 | 10 | -8 | -7 | 2 | -1 | -12 | i | -4 | -17
CC(C)C(OC(=O)c1ccco1)C(=O)NC1CCCC1 (stereo unspecified) | 1 | 8 | 3 | -2 | 3 | 0 | 3 | i | 2 | -3
Cc1ccc(NC(=O)NNC(=O)COc2ccc3ccccc3c2)cc1 | -2 | 16 | -2 | -14 | 2 | -3 | -11 | i | -4 | -11
COCCn1nnnc1CN(CCc1ccc(OC)c(OC)c1)Cc1cc2ccc(C)cc2[nH]c1=O | 2 | 44 | 15 | 0 | 1 | 3 | -4 | i | 0 | 8
COc1ccc(NC(=O)CCC(=O)c2ccc(-c3ccccc3)cc2)cc1 | 2 | 21 | 3 | 3 | -2 | · | -3 | i | -9 | -9
CC(c1ccon1)N(C)C(=O)CCc1nnc(Cc2ccc(-c3ccccc3)cc2)o1 (stereo unspecified) | -2 | 17 | 1 | 12 | 1 | -1 | 10 | i | -8 | -9
CN(C)C(=S)SCC(=O)NCc1ccc(F)cc1 | 2 | 0 | 4 | 29 | 0 | 0 | 3 | i | -2 | -26
c1ccc(Oc2cccc(OCCCCN3CCCC3)c2)cc1 | 3 | 10 | 7 | -14 | -1 | · | -7 | i | 1 | -24
Cc1ccc(Br)cc1S(=O)(=O)N1CCN(c2ccccc2)CC1 | -2 | 10 | 4 | 6 | 3 | 1 | 6 | i | -3 | 17
CCOc1cccc(C(=O)Nc2ccccc2C(=O)N2CCOCC2)c1 | -4 | 21 | -1 | -5 | 0 | -1 | 6 | i | -2 | -6
CCOC(=O)c1sc(=NC(=O)c2ccc(S(=O)(=O)N(C)c3ccccc3)cc2)n(C)c1C | 3 | 3 | -7 | -33 | 1 | 13 | -30 | i | -6 | -3
CCOC(=O)c1sc2nc(SCC#N)n(CCCN3CCCC3=O)c(=O)c2c1C | -3 | 22 | -23 | 12 | 0 | · | 6 | i | 7 | -16
O=c1[nH]c(C2CCN(S(=O)(=O)c3ccccc3F)CC2)nc2c1nnn2Cc1ccc(OC(F)(F)F)cc1 | 8 | 16 | 31 | 13 | -4 | · | 25 | i | 1 | -3
Cc1oc(C(=O)O)cc1COc1ccc2c3c(c(=O)oc2c1C)CCC3 | 4 | 28 | -7 | -69 | 1 | -1 | -60* | i | 5 | -5
Cc1ccc(S(=O)(=O)Oc2ccc(/C=C(/NC(=O)c3ccccc3)C(=O)Nc3ccccc3)cc2)cc1 | 5 | 23 | -5 | -1 | -2 | 0 | -2 | i | 6 | -39
O=C(CSc1nc2ccccc2[nH]1)Nc1ccc(N2CCOCC2)cc1 | -2 | 15 | -11 | -3 | 1 | -2 | -5 | i | -4 | -31
COC(=O)NNC(=O)CCCOc1ccc(Cl)cc1Cl | -3 | -5 | -5 | 5 | -1 | 1 | -3 | i | -6 | -22
Cc1ccc(N2CC(C(=O)Nc3ccc(S(=O)(=O)N4CCCC4)cc3)CC2=O)cc1 (stereo unspecified) | 1 | 4 | 35 | -9 | -1 | -4 | -6 | i | 4 | -7
Cc1cccc(N2CC(C(=O)Nc3ccc4c(c3)OCCO4)CC2=O)c1C (stereo unspecified) | -3 | 27 | -16 | -32 | 2 | -1 | -18 | i | 2 | 7
CC1CN(C(=O)/C=C/c2ccccc2Cl)CC(C)O1 (stereo unspecified) | -2 | -3 | 5 | -5 | -1 | -1 | -6 | i | 4 | -22
CC(C)(C)C(=O)N1CCN(c2nc3ccccc3s2)CC1 | 0 | 19 | -119 | 24 | 3 | -3 | 25 | i | -8 | -169
CCOC(=O)C1CCN(c2nnc(N3CCCC3=O)s2)CC1 | 3 | 11 | -66 | 13 | 0 | -2 | 3 | i | -1 | 0
COc1ccc(C(=O)NNC(=S)NC2CCCCC2)cc1OC | -4 | -5 | -30 | 4 | -4 | -5 | 2 | i | -2 | -24
Cc1coc2cc3oc(=O)c(CCC(=O)NCCCn4ccnc4)c(C)c3cc12 | 2 | 29 | 23 | -4 | 1 | -1 | -2 | · | -3 | 18
CCOC(=O)c1c(-n2cccc2)sc2c1CCCC2=O | 0 | 10 | -10 | -14 | -1 | -3 | 3 | i | -3 | -32
Cc1cccc(Cn2c(C)nc3ccc([N+](=O)[O-])cc3c2=O)c1 | 2 | 2 | -3 | 36 | 2 | -1 | 30 | i | -1 | -10
COC(C(=O)Nc1ccc(F)cc1)c1ccccc1 (stereo unspecified) | 0 | 7 | -3 | -18 | 1 | 0 | 0 | i | -5 | -1
COCCNC(=O)c1cc(C(=O)CC(C)C)c[nH]1 | 5 | 15 | 2 | 9 | 1 | 2 | 2 | i | -3 | 4
COc1cccc(CN2CCN(Cc3ccc4c(c3)OCCO4)CC2CCO)c1 (stereo unspecified) | -1 | 3 | -1 | 3 | 0 | -3 | 7 | i | 1 | 10
Cc1ccc(S(=O)(=O)N2CCCC(c3nc(-c4ccc(C)o4)no3)C2)cc1 (stereo unspecified) | 2 | 13 | 22 | 7 | 2 | 2 | 1 | i | -1 | 3
CCCOc1ccc(NC(=O)CCC(=O)NC(C)c2ccccc2)cc1 (stereo unspecified) | -7 | 6 | 4 | 8 | -1 | -5 | -2 | i | -3 | -17
O=C(O)C1CCCCC1C(=O)Nc1cccc(Cl)c1Cl (stereo unspecified) | -2 | -1 | 6 | -6 | 1 | -1 | 1 | i | -9 | -49
CCCCn1cnc2c1c(=O)n(C)c(=O)n2C | 0 | 20 | 10 | -19 | 0 | -4 | -1 | i | -4 | -12
O=c1sc2ccccc2c(=O)n1Cc1ccccc1F | -2 | 2 | 16 | 24 | -1 | 0 | 8 | i | 1 | -25
COC(=O)N1[C@H](C)C=C[C@]1(Cc1ccccc1)C(=O)OC | · | 16 | -13 | -2 | 1 | -5 | -1 | i | · | ·
Cc1cc(NC(=O)NN2CCOCC2)nn1-c1c(Cl)cc(Cl)cc1Cl | -2 | 16 | 0 | 8 | 0 | 3 | 1 | i | -1 | -9
CC(C)CCOc1ccccc1C(N)=O | 2 | -3 | 27 | -4 | 0 | 1 | -6 | i | -1 | 14
CC1(C)C(=O)Nc2ccccc2N1C(=O)CN1C(=O)NC(CCc2ccccc2)C1=O (stereo unspecified) | -6 | 22 | 29 | 6 | -3 | 0 | 6 | · | -10 | -2
Cc1ccc(CN(Cc2cc3cc(C)ccc3[nH]c2=O)C(=O)N2CCOCC2)cc1 | 7 | 24 | -12 | 26 | -3 | -7 | 11 | i | 2 | -1
Cc1ccc(NC(=O)c2scc3c2CCCC3)cc1 | 6 | 13 | -90 | 45 | 0 | -4 | 22 | i | 16 | -160
Cc1ccc(Sc2nc3c(c(=O)[nH]c(=O)n3C)n2CCc2ccccc2)cc1 | 1 | · | · | · | · | -1 | · | · | 1 | -17
O=C(O)/C=C\C(=O)Nc1cccc(NC(=O)c2ccccc2)c1 | -1 | 44 | -48 | 1 | 3 | 1 | -5 | i | -5 | -18
Cc1c(C(=O)N2CCOCC2)c(S(=O)(=O)Nc2cccc(Br)c2)c(C)n1C | 2 | 4 | 30 | 6 | -2 | 14 | -2 | i | -3 | 16
Cc1nc2ccccn2c1C(=O)N/N=C/c1cc(C)n(-c2ccc(Br)cc2)c1C | -2 | 23 | 32 | 0 | 0 | -3 | 6 | i | 6 | -2
COc1ccccc1NC(=O)CN1CCN(CC(=O)Nc2ccc(C)c(F)c2)CC1 | 0 | 23 | 31 | 5 | -3 | 1 | -9 | i | 0 | -34

(more compounds)
canonical_smiles | HSP90 inh | AI-2 QS modul | aSyn 5UTR inh | HSF1 activator | GSK3B inh | GSK3 alpha inh | HSF1 inhib | PolyA inh | IEC-6 cytotox | KLF5 inhibitor
CCCCc1ccc(NC(=O)C2CCCC2)cc1 | · | -34 | -69 | 32 | -1 | 0 | 27 | i | · | ·
COc1ccc(OC)c(CN2CCC(CO)(CCOc3ccccc3)CC2)c1 | 7 | 22 | 11 | 47 | -2 | · | 10 | i | 7 | -1
O=C(Nc1ccccc1N1CCN(C(=O)c2ccc(Cl)cc2)CC1)c1cccc(F)c1 | 0 | 26 | 21 | -5 | 0 | -1 | 8 | i | -4 | 3
CC(Sc1nnc2ccccn12)C(=O)N1CCc2ccccc2C1 (stereo unspecified) | 0 | -1 | -52 | -8 | -1 | 1 | -2 | i | 2 | -57
O=C(NC1CCN(C(=O)Nc2ccc(F)cc2)CC1)c1ccc(F)cc1 | -5 | 35 | 12 | 18 | 3 | 1 | 9 | i | 1 | -20
